Large T inhibition: TAg ATPase/helicase activity blockers – biochemical (AID 1903); SV40 large T antigen ATPase/helicase inhibition assay; higher % means a stronger effect; 0.39% of 310,000 active; one-dose inhibition, % at 20 µM; IC50 in µM for titrated hits; in the data active = a potency from the dose series; also: strong numbers were not always called active
GPR55 antagonists: inhibition of LPI-stimulated GPR55 beta-arrestin translocation – imaging, U2OS, beta-arrestin-GFP, LPI agonist, primary screen (AID 2013) | 0.13% of 290,000 active | one-dose inhibition, % at 10 µM; IC50 in µM for titrated hits | U2OS GPR55 beta-arrestin-GFP translocation imaging, LPI antagonism; higher % means a stronger effect;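 active = spots per cell inhibited over 60%, with over 100 cells counted and total cytoplasm intensity under 500,000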;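 also: U2OS cells stably carrying GPR55 and arrestin-GFP stimulated by 5 µM LPI near EC80; imaged beta-arrestin-GFP aggregate spots per cell after agonist stimulation; plate controls were LPI-stimulated DMSO wells for no effect and DMSO wells without LPI for full effect; some results filed as inactive read as strong as hits; confirmed hits need IC50 under 10 µM and bright autofluorescent wells are also inconclusive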
HIV peptide binding: inhibitors of HIV fusion peptide binding, primary screen, biochemical, uHTS, fluorescence dequenching (AID 1986). inhibition, % at 20 µM; hits with a dose series show IC50 in µM. cell-free peptide binding, fluorescence dequenching, 30 min; higher % means a stronger effect. 0.3% of 290,000 active; in the data active = inhibition mostly above about 52%, no sharp cut-off; inactive = mostly below about 76%; also: some results filed as inactive read as strong as hits
NOD1 inhibition: NOD1 signaling inhibitors, primary screen, cell-based, luminescence, uHTS (AID 1578); NOD1-driven NF-kB luciferase reporter cells, luminescence; higher % means a stronger effect; inhibition, % at 4 µM; hits with a dose series show EC50 in µM; 1% of 290,000 active; in the data active = inhibition mostly above about 36%, no sharp cut-off; inactive = mostly below about 34%;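 also: HEK-293T reporter cells stimulated with the NOD1 agonist gamma-tri-DAP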
KOR beta-arrestin-1: kappa opioid receptor activators – cell-based, luminescence, uHTS, primary screen (AID 1777); KOR beta-arrestin recruitment, luminescence; higher % means a stronger effect; activation, % at 10 µM, or EC50 in µM where a hit was titrated; 0.02% of 280,000 active; in the data active = activation above about 50%, passing the limit was not always enough; also: a part of the inactive calls stands beside numbers as strong as those of hits
GPR55 beta-arrestin: GPR55 agonists via beta-arrestin recruitment, primary screen, imaging, U2OS cells, beta-arrestin-GFP redistribution (AID 1961). U2OS GPR55 beta-arrestin-GFP redistribution imaging; higher % means a stronger effect. activation, % at 10 µM; hits with a dose series show EC50 in µM. 0.048% of 290,000 active;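 active = activation above 40% with more than 50 cells counted in the well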;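 also: U2OS osteosarcoma cells stably expressing GPR55 and beta-arrestin-GFP; plate controls were DMSO negative control for no effect and LPI positive control for full effect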
KOR beta-arrestin-2: KOR antagonists, beta-arrestin recruitment, cell-based, luminescence, uHTS (AID 1778). KOR beta-arrestin recruitment, luminescence, antagonist mode; higher % means a stronger effect. inhibition, % at 10 µM, or IC50 in µM where a hit was titrated. 0.091% of 290,000 active; also: strong numbers were not always called active
HEK293 NOD2/NF-kB: NOD2 signaling inhibitors, cell-based, luminescence, uHTS, HEK293 (AID 1566); HEK293 NOD2/NF-kB luciferase reporter, luminescence; higher % means a stronger effect; inhibition, % at 4 µM; hits with a dose series show EC50 in µM; 0.63% of 290,000 active; also: many of its hits are not listed in these tables
MgcRacGAP inhibition: MgcRacGAP GTPase-activating activity inhibitors, confirmation, biochemical, ADP Hunter fluorescence | MgcRacGAP-stimulated Rac1 GTP hydrolysis, ADP Hunter fluorescence; higher % means a stronger effect; GST-tagged Rac1 F28L mutant substrate | 0.6% of 340,000 active | AID 624330 | inhibition, % at 30 µM, or IC50 in µM where a hit was titrated;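 active = first-screen hits whose inhibition reached a set limit at any dose in the follow-up dose series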;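 also: fluorescence reports GDP produced by GAP-driven GTP hydrolysis; strong numbers were not always called active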
* hit, by the source's call; . = not tested or not shown; [ ] = remark or other dose. Rule as the data show it, unless noted: active = inhibition above about 50%; inactive = the rest. Only part of the results is shown; the hit share may differ from the screen's.

SMILES	Large T inhibition	GPR55 antagonists	HIV peptide binding	NOD1 inhibition	KOR beta-arrestin-1	GPR55 beta-arrestin	KOR beta-arrestin-2	HEK293 NOD2/NF-kB	MgcRacGAP inhibition
Cc1cc(S(=O)(=O)Nc2c(NC3CCCCC3)c3ccccc3oc2=O)ccc1F	11%	-3%	-2.8%	15%	-3.0%	0.2%	-26%	21%	6%
CN(CCN1CCOCC1)Cc1nc(-c2ccccc2)no1	12%	3%	-1.0%	-8%	.	-0.1%	-3%[20 µM]	-8%	9%
Cc1ccccc1CN(C)CC(=O)NC(C)CCc1ccccc1 (stereo not drawn)	11%	1%	-0.1%	-34%	-2.9%	-0.3%	4%	-4%	5%
CCN(CC)C(=O)C1CCCN(C/C(C)=C/c2ccccc2)C1 (stereo not drawn)	-1%	2%	0.8%	-12%	1.8%	-0.1%	-19%	9%	19%
COc1ccc2[nH]cc(C(O)CN3CCN(c4ccccc4)CC3)c2c1 (stereo not drawn)	11%	-3%	16%	6%	1.5%	-0.2%	-15%	-13%	.
O=C(CN(Cc1ccccc1)S(=O)(=O)c1ccc(Cl)cc1)NCC1CCCO1 (stereo not drawn)	7%	-8%	1.3%	-9%	1.5%	0.0%	-5%	-4%	2%
c1ccc(-c2nc(-c3ccncc3)no2)cc1	2%	-9%	0.1%	-44%	1.2%	0.2%	-4%	-65%	5%
CCOc1ccc(CN(C)C(C)C(=O)NCc2ccccc2)cc1 (stereo not drawn)	16%	3%	0.6%	7%	-4.0%	0.0%	5%	13%	8%
CC(C)(C)NC(=S)NCc1ccco1	15%	8%	11%	-41%	2.4%	-0.2%	16%	3%	7%
O=C(CS(=O)(=O)c1ccccc1)Nc1nnc(C(F)(F)F)s1	4%	-6%	3.4%	2%	0.8%	0.2%	-15%	-26%	6%

6 compounds drawn at random from those above:
SMILES	Large T inhibition	GPR55 antagonists	HIV peptide binding	NOD1 inhibition	KOR beta-arrestin-1	GPR55 beta-arrestin	KOR beta-arrestin-2	HEK293 NOD2/NF-kB	MgcRacGAP inhibition
O=C(CS(=O)(=O)c1ccccc1)Nc1nnc(C(F)(F)F)s1	4%	-6%	3.4%	2%	0.8%	0.2%	-15%	-26%	6%
CN(CCN1CCOCC1)Cc1nc(-c2ccccc2)no1	12%	3%	-1.0%	-8%	.	-0.1%	-3%[20 µM]	-8%	9%
CCOc1ccc(CN(C)C(C)C(=O)NCc2ccccc2)cc1 (stereo not drawn)	16%	3%	0.6%	7%	-4.0%	0.0%	5%	13%	8%
Cc1ccccc1CN(C)CC(=O)NC(C)CCc1ccccc1 (stereo not drawn)	11%	1%	-0.1%	-34%	-2.9%	-0.3%	4%	-4%	5%
Cc1cc(S(=O)(=O)Nc2c(NC3CCCCC3)c3ccccc3oc2=O)ccc1F	11%	-3%	-2.8%	15%	-3.0%	0.2%	-26%	21%	6%
CCN(CC)C(=O)C1CCCN(C/C(C)=C/c2ccccc2)C1 (stereo not drawn)	-1%	2%	0.8%	-12%	1.8%	-0.1%	-19%	9%	19%

The list goes on:
SMILES	Large T inhibition	GPR55 antagonists	HIV peptide binding	NOD1 inhibition	KOR beta-arrestin-1	GPR55 beta-arrestin	KOR beta-arrestin-2	HEK293 NOD2/NF-kB	MgcRacGAP inhibition
CSCCC(NS(=O)(=O)c1c(Cl)cccc1Cl)C(=O)O (stereo not drawn)	-7%	5%	-1.7%	-32%	-2.5%	-0.5%	6%	6%	2%
O=C(c1ccc2ccccc2c1)N1CCCC1	1%	16%	0.7%	2%	-1.2%	0.5%	-17%[20 µM]	10%	11%
Cc1nc2ncnn2c(C)c1CCC(=O)Oc1ccccc1	2%	-1%	-2.2%	0%	0.3%	-0.1%	11%	6%	6%
N#CCCN(Cc1cccs1)C(=O)Nc1ccccc1	4%	-10%	-0.4%	1%	1.2%	0.2%	11%	12%	6%
COc1ccc(S(=O)(=O)NCc2ccccn2)cc1Br	-4%	-10%	2.0%	44%	-4.3%	0.6%	-1%[20 µM]	-4%	5%
Cc1cccc(C(=O)Nc2nnc(S(=O)(=O)N(C)Cc3ccco3)s2)c1	28%	8%	13%	-25%	1.8%	-0.2%	-3%	8%	15%
O=C(N/N=C/c1ccc(O)cc1O)c1ccncc1	22%	1%	4.8%	.	4.2%	0.0%	-6%	.	32%
Cc1cc(/C=N\NC(=O)COc2cccc3cccnc23)c(C)n1-c1ccccc1	5%	2%	-2.6%	-1%	-2.4%	-0.4%	14%	-28%	7%
COCCNC(=S)N1CCN(c2nc(-c3ccc(Cl)cc3)cs2)CC1	7%	13%	1.5%	29%	-2.0%	-0.1%	-171%[20 µM]	36%	14%
COc1ccc(CNc2nc(NCc3ccc(OC)cc3)n(C(C)=O)n2)cc1	2%	-2%	41%	-8%	1.1%	-0.1%	15%	0%	3%
O=S(=O)(c1cnc(Cl)c(Cl)c1)N1CCN(c2ncccn2)CC1	20%	9%	-1.3%	-5%	-4.5%	-0.1%	25%	1%	12%
Oc1ccc(Br)cc1-c1n[nH]c(=S)n1Cc1ccccc1	27%	-2%	2.3%	3%	1.5%	0.0%	-4%	15%	8%
O=Cc1ccccc1Oc1nc(N2CCOCC2)nc(N2CCOCC2)n1	0%	12%	2.0%	-23%	-3.7%	-0.1%	-24%	13%	7%
CC(C)(C)NC(=O)c1cccc2c1C(=O)c1ccccc1-2	6%	0%	-1.6%	-6%	-2.1%	-0.1%	20%	4%	16%
Cc1cc(C)c(C)c(S(=O)(=O)NCCCn2ccnc2)c1C	8%	-27%	-1.3%	-15%	-0.9%	-0.1%	-29%[20 µM]	5%	14%
Cc1cc(Cl)ccc1OCCCC(=O)OCC(N)=O	5%	-1%	1.4%	-31%	-5.9%	-0.1%	23%	-4%	7%
O=S(=O)(c1ccccc1)c1cnn2c(C(F)(F)F)cc(-c3ccc(F)cc3)nc12	5%	16%	0.3%	-1%	-2.3%	0.9%	-26%	16%	12%
Cc1c(NC(=O)c2cc3c(=O)n4ccccc4nc3s2)c(=O)n(-c2ccccc2)n1C	7%	3%	-0.7%	-1%	-1.2%	-0.3%	9%	9%	9%
CC(=O)c1ccc(NC(=O)c2ccc(C)c(S(=O)(=O)N3CCOCC3)c2)cc1	20%	3%	1.6%	-4%	-0.5%	-0.2%	-23%	21%	3%
CCC(=O)N(Cc1cc2c(C)cc(C)cc2[nH]c1=O)C1CCCCC1	6%	12%	-3.1%	19%	12%	-0.3%	35%	-26%	12%
CCNC(=O)CC1C(=O)N(c2ccccc2)C(=O)N1CCc1ccc(OC)cc1 (stereo not drawn)	-3%	-2%	2.3%	-48%	3.0%	-0.1%	-30%	7%	10%
COc1ccc(OCC(=O)N2CC3(C)CC2CC(C)(C)C3)cc1 (stereo not drawn)	4%	10%	3.3%	-17%	-1.5%	0.2%	-6%	7%	3%
CCOc1ccc(C(C)=O)cc1CN1c2ccc(S(N)(=O)=O)cc2CC1C (stereo not drawn)	7%	-8%	-1.8%	-13%	-2.3%	0.3%	-6%	16%	10%
COC(=O)c1c(C)[nH]c(O)c1C=Nc1ccc(C(C)C)cc1	8%	14%	29%	-16%	0.6%	-0.3%	-2%	-6%	13%
CCOc1ccc(-c2cc(CCCC(=O)NCc3cccnc3)no2)cc1	9%	-12%	-1.5%	-30%	-5.1%	-0.1%	5%	-35%	14%
Cc1cccc(C(=O)Nc2nnc(-c3ccncc3)o2)c1	9%	3%	-0.3%	17%	1.6%	-0.5%	-36%	-12%	8%
CCOc1ccc(-c2n[nH]c(=S)n2Cc2ccccc2)cc1	9%	8%	0.7%	-26%	2.0%	0.4%	4%	17%	7%
Fc1ccc(-c2nnsc2Sc2ccccn2)cc1	9%	7%	1.3%	-55%	-2.6%	0.9%	15%	-17%	5%
COc1ccc(OC)c2c1sc(=NC(=O)C(C)(C)C)n2C	2%	6%	-3.4%	-17%	44%	-0.1%	-10%	11%	10%
COC(=O)C(=C/C=C/N1CCOCC1)C(=O)OC	5%	1%	0.7%	0%	1.5%	-0.1%	10%	14%	.

Grouped by structure: the compounds so far with fluorine.
SMILES	Large T inhibition	GPR55 antagonists	HIV peptide binding	NOD1 inhibition	KOR beta-arrestin-1	GPR55 beta-arrestin	KOR beta-arrestin-2	HEK293 NOD2/NF-kB	MgcRacGAP inhibition
Cc1cc(S(=O)(=O)Nc2c(NC3CCCCC3)c3ccccc3oc2=O)ccc1F	11%	-3%	-2.8%	15%	-3.0%	0.2%	-26%	21%	6%
O=C(CS(=O)(=O)c1ccccc1)Nc1nnc(C(F)(F)F)s1	4%	-6%	3.4%	2%	0.8%	0.2%	-15%	-26%	6%
O=S(=O)(c1ccccc1)c1cnn2c(C(F)(F)F)cc(-c3ccc(F)cc3)nc12	5%	16%	0.3%	-1%	-2.3%	0.9%	-26%	16%	12%
Fc1ccc(-c2nnsc2Sc2ccccn2)cc1	9%	7%	1.3%	-55%	-2.6%	0.9%	15%	-17%	5%

Next section.
SMILES	Large T inhibition	GPR55 antagonists	HIV peptide binding	NOD1 inhibition	KOR beta-arrestin-1	GPR55 beta-arrestin	KOR beta-arrestin-2	HEK293 NOD2/NF-kB	MgcRacGAP inhibition
Cc1ccc(/C=C(\C#N)C(=O)NCC2CCCO2)o1 (stereo not drawn)	4%	6%	0.2%	-22%	1.3%	-0.1%	5%	10%	3%
CCOC(=O)c1cc(-c2ccccc2)sc1NC(=O)C(C)Sc1nnnn1C (stereo not drawn)	9%	1%	-1.5%	-26%	30%	-0.2%	-11%	-22%	5%
COC(C(=O)N/N=C(\C)c1ccc(C)cc1)c1ccccc1 (stereo not drawn)	5%	7%	0.9%	33%	1.4%	0.3%	-19%	7%	12%
O=C(O)Cn1nc(C(F)(F)F)c2c1CCC2	-4%	-3%	0.7%	-19%	-8.2%	-0.3%	5%	7%	-8%
CCOc1ccc(CN(C)C(=O)CCl)cc1	15%	2%	0.0%	11%	-1.2%	-0.4%	-16%	-92%	2%
CNC(=O)/C(C#N)=C/c1cn(CC(=O)OC)c2ccccc12	6%	0%	-0.3%	-2%	2.2%	0.1%	10%	27%	13%
COc1ccc([N+](=O)[O-])c(OC)c1C(=O)NC(=O)Nc1c(F)c(F)c(F)c(F)c1F	10%	9%	1.1%	2%	-1.7%	-0.1%	16%	23%	.
O=C(NCCN1CCOCC1)Nc1cccc(Cl)c1	5%	6%	-0.7%	-20%	0.8%	-0.3%	-26%	0%	-3%

Bioassay records (PubChem BioAssay)
